Screening results: PubChem, several laboratories
MITF TRPM1 HTS = MITF TRPM1 promoter activation in melanoma cells; activation, % at 12.5 µM; SK-MEL-5 TRPM1-promoter luciferase, 24 h; % of positive control, neutral wells = 0; 300,000 tested, 0.75% active; AID 588334;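 active means mean activation of at least 80% with every replicate also reaching 80%; inconclusive means mean reaches 80% but some replicate falls short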;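 further: 0% = neutral control wells and 100% = parthenolide positive control wells; values of inactives mirror those of a sister screen read the other way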
dFosB activator = enhances mouse delta FosB homodimer DNA binding. P13346. purified delta FosB, TAMRA-CDK5 oligo fluorescence polarization; percent of positive-control signal above neutral wells. activation, % at 25 µM. 340,000 tested, 0.99% active. AID 493131;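 active means mean activation above about 17%, with every replicate also reaching it, limit read from the data, passing the limit was not always enough; inconclusive means only one of the two conditions met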;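 further: fluorescence polarization rise as delta FosB binds a TAMRA Cdk5 AP-1 oligo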
Target sequence (P13346 whole entry, looked up): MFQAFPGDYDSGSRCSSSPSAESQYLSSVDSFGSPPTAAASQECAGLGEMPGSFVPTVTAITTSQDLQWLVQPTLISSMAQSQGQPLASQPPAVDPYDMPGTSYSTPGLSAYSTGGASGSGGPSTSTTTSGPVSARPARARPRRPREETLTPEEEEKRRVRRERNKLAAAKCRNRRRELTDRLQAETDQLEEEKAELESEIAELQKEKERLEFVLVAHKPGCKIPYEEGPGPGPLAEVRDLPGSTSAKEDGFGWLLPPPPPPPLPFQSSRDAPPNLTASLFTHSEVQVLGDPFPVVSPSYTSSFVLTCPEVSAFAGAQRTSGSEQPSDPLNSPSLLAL
HTR5A ag ctr = HTR5A agonism, opioid heterodimer counter-screen; HTR5A agonist assay, luminescence, cell-based; P47898; activation, % at 9.3 µM; 340,000 tested, 0.61% active; in the data active means activation mostly above about 9.5%, no sharp cut-off; inactive means mostly below about 7.6%;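 further: 0% = cells with vehicle only and 100% = reference agonist; strong numbers were not always called active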
Target sequence (P47898 whole entry, looked up): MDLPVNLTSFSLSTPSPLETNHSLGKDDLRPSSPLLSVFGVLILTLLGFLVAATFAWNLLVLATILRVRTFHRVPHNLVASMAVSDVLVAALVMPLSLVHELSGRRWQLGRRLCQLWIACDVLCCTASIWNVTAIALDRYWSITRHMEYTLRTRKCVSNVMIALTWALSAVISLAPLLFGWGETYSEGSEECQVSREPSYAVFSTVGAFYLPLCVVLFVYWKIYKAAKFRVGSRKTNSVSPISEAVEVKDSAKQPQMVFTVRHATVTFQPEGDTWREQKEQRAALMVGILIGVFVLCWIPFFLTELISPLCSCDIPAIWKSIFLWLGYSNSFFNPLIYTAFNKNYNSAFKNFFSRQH
PvdQ inh = P. aeruginosa PvdQ acylase inhibition; purified PvdQ acylase, fluorescence plate reader; inhibition, % at 10 µM; 340,000 tested, 0.063% active; AID 488965; in the data active means inhibition above about 30%, passing the limit was not always enough; inconclusive means no clear call, values can overlap the other calls;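 further: 0% = vehicle neutral wells and 100% = reference inhibitor wells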
SR-BI DiI inh = blocks mouse SR-BI lipid uptake from DiI-HDL | 320,000 tested, 0.96% active | Q61009 | ldlA[mSR-BI] CHO cells, DiI-HDL uptake fluorescence, 3 h | inhibition, % at 12.5 µM | AID 488896;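 active means mean replicate inhibition of at least 70% and a set share of replicates each scoring 70 or more; inconclusive means meets just one of the two criteria; inactive means fails both criteria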;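 further: 0% = median of neutral control wells and 100% = median of positive control wells; values of inactives mirror those of a sister screen read the other way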
CDK5 p35 inh = blocks human CDK5/p35 kinase activity | Recombinant CDK5/p35, ADP-Glo luminescence, 60 min | inhibition, % at 10 µM | 330,000 tested, 0.01% active;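 active means highest replicate inhibition of at least 50% and at least 75% of replicates reaching 50%; inconclusive means only one of the two criteria met; inactive means both criteria failed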;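 further: plate controls were DMSO neutral control for no effect and GW8510 at 10 µM for full effect; many of its hits are not listed in these tables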
RTF Ca sens act = cardiac RTF calcium sensitization | IANBD-labeled TnC RTF fluorescence at EC20 calcium; 0% EC20 calcium, 100% full calcium | activation, % at 7.2 µM | 340,000 tested, 0.24% active | P19429+P45379 | AID 493008;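 active means activation above the mean over all tested compounds plus 3 SD, cut at about 30% in these data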;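 further: rise in fluorescence read as greater calcium sensitivity of cardiac thin filaments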
Rtt109 HAT inh = blocks Candida albicans Rtt109/Vps75 acetyltransferase activity; Q5AAJ8; purified Rtt109/Vps75, ThioGlo CoA-SH fluorescence, 4 h; inhibition, % at 34.9 µM; 330,000 tested, 0.16% active;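 active means inhibition of at least 50% in every replicate; inconclusive means best replicate reaches 50% inhibition but some replicates fall short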
Target sequence (Q5AAJ8 whole entry, looked up): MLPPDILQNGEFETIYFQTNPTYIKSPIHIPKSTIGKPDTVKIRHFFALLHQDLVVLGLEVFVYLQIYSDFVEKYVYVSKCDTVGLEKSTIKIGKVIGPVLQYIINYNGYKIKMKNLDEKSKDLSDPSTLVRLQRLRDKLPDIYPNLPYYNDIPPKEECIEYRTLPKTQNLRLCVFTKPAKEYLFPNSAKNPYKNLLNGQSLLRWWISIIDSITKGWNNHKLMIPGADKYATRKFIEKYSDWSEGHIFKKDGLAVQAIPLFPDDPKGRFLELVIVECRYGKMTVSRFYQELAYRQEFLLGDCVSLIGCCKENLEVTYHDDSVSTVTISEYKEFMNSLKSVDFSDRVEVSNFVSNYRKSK
SR-BI DiI-HDL act = enhances SR-BI lipid uptake from DiI-HDL; 320,000 tested, 0.096% active; CHO ldlA[mSR-BI] cells, DiI-HDL uptake fluorescence, 3 h; 100 = double the neutral-control signal; AID 504775; activation, % at 12.5 µM;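 active means mean replicate activation of at least 60% and every replicate at or above 60%; inconclusive means mean or all-replicate condition met, but not both; inactive means mean below 60% and not all replicates reaching 60%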;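 further: 0% = median plate neutral-control signal and 100% = twice that signal; values of inactives mirror those of a sister screen read the other way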
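Test system: SR-BI-overexpressing, LDLR-lacking CHO cells; Also added: labelled HDL, 10 µg/mL; Measured by: bottom-read cell fluorescence after medium removal, ex 550/em 595 nm; Timing: 3 h uptake period with compound, 37 °C; Buffer or medium: F12, 0.5% BSA, 25 mM HEPES; Doses: single compound concentration, delivered by pin transfer.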
Wnt bcat act = activates Wnt/beta-catenin signaling in a reporter cell assay. activator, plate reader. activation, % at 9.35 µM. 300,000 tested, 1.2% active; in the data active means activation above about 30%, passing the limit was not always enough; inconclusive means no clear call, values can overlap the other calls;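 further: 0% = neutral control wells and 100% = positive control wells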
Active calls of the source: *; ? = inconclusive; nt = no result given.

[1] Cc1cc2n(n1)C(c1ccccc1Cl)Nc1ccccc1-2 (stereo not drawn)
[2] O=C(O)c1ccc(N2C(=O)Nc3ccccc3N2O)cc1
[3] CCn1c(SCc2nc(-c3ccccc3)no2)nnc1-c1ccco1
[4] O=C(NC1CC(=O)N(c2cccc(F)c2)C1)C(=O)c1c[nH]c2ccccc12 (stereo not drawn)
[5] COc1ccccc1CNC(=O)c1ccc(OC(C)C)cc1
[6] COc1ccc(-c2nc3c(c4nnc(SC(C)C(=O)Nc5ccc(C)cc5)n24)COC(C)(C)C3)cc1 (stereo not drawn)
[7] Nc1nc(SCc2ccc(F)cc2)ns1
[8] Cc1ccc(N2CCN(Cc3ccccc3)CC2=O)c(C)c1
[9] CC(=O)Nc1cc(-n2cnnn2)ccc1C
[10] O=C(Nc1nc2ccc(Cl)cc2s1)[C@@H]1CCCN1C(=O)c1cccs1

Assay by compound,1,2,3,4,5,6,7,8,9,10
MITF TRPM1 HTS,nt,-1,9,-6,19,-2,21,14,9,24
dFosB activator,-9,1,-7,-2,-9,2,0,-11,4,-6
HTR5A ag ctr,-2,2,-5,-1,0,4,-5,0,2,5
PvdQ inh,-9,-2,-9,-5,11,-10,-2,4,-14,-7
SR-BI DiI inh,30,-14,-8,-2,13,-2,-21,-3,5,16
CDK5 p35 inh,-4.1,-0.8,1.0,-0.3,0.4,nt,-1.5,-0.3,-0.2,-2.5
RTF Ca sens act,1,-2,-1,3,7,-1,-5,-4,0,0
Rtt109 HAT inh,5,-2,1,2,-2,11,2,5,6,17
SR-BI DiI-HDL act,-30,14,8,2,-13,2,21,3,-5,-16
Wnt bcat act,nt,0,nt,3,5,nt,3,0,-1,12

[11] CN1CCN(c2cc3c(c4c2[nH]c2ccccc24)C(=O)CC(C)(C)C3)CC1
[12] COc1ccccc1NC(CC(=O)c1ccccc1)C(=O)OCC(=O)c1ccc(C)c(C)c1 (stereo not drawn)
[13] Nc1ccc(CN2CCCCCC2)cc1
[14] CCCN1CNC(=S)N(c2cc(C)ccc2C)C1
[15] O=C(CCC1CCCN(C(=O)c2ccc3c(c2)OCCO3)C1)NCc1ccccc1F (stereo not drawn)
[16] CC(C)CC(=O)Nc1ccnn1C1CCN(C(=O)c2ccc(Cl)cc2F)CC1
[17] CC(C)Cn1c(SCc2nnc(-c3cccs3)o2)nc(O)cc1=O
[18] CSc1ccccc1OC1CCN(Cc2ccccc2)CC1
[19] COc1ccccc1-n1c(-c2ccccc2)n[nH]c1=S
[20] C#CCNC(=O)C1=C[C@H](c2ccc(C(F)(F)F)cc2)C[C@H](OCc2ccc(CO)cc2)O1

Assay by compound,11,12,13,14,15,16,17,18,19,20
MITF TRPM1 HTS,-2,14,-1,-3,17,5,nt,6,-5,2
dFosB activator,7,-3,0,-8,-5,-5,-14,1,-2,-2
HTR5A ag ctr,3,0,-2,-2,1,1,5,5,-1,-2
PvdQ inh,9,-7,0,11,-13,-7,-12,-11,4,-5
SR-BI DiI inh,27,-4,-11,-18,-15,-10,9,-7,7,-46
CDK5 p35 inh,1.4,0.8,0.5,-0.8,1.8,0.1,-1.3,-1.4,1.5,0.0
RTF Ca sens act,2,-6,-1,-2,4,-5,4,-5,-2,-2
Rtt109 HAT inh,1,-3,-3,1,-4,5,15,7,6,3
SR-BI DiI-HDL act,-27,4,11,18,15,10,-9,7,-7,46
Wnt bcat act,-10,15,nt,2,-1,3,-12,-10,3,2

Single entries from the results shown:
Entry of `Nc1nc(SCc2ccc(F)cc2)ns1` in MITF TRPM1 HTS: 21
Entry of `CC(C)CC(=O)Nc1ccnn1C1CCN(C(=O)c2ccc(Cl)cc2F)CC1` in Rtt109 HAT inh: 5

More results follow:
[21] CC(C)C[C@H]1CN=C(N(C)C)N1CC1CCCC1
[22] O=C(Oc1ccc(-c2ccccc2)cc1)N1CCCCC1
[23] O=C(Cc1ccc(Cl)cc1)Nc1ccccn1
[24] CCOC(=O)C1=C(C(C)=O)C(c2cccnc2)C(C#N)=C(N)O1 (stereo not drawn)
[25] Cc1cccc(Nc2nc(-c3ccc4c(c3)OCCO4)cs2)c1
[26] COc1ccc(-c2cn[nH]c2-c2ccc(OC)cc2O)cc1
[27] O=C(C1=C[C@@H](c2coc3ccccc3c2=O)C[C@@H](OCCCCO)O1)N1CCOCC1
[28] Cc1cc(C)c(NC(=O)c2c[nH]c(=S)n2-c2ccc(F)cc2)c(C)c1
[29] Cc1ccc(NC(=O)C2CCN(S(=O)(=O)c3ccc(F)cc3)CC2)cc1
[30] Cn1ccnc1C(OC(=O)c1ccccc1)C(F)(F)F (stereo not drawn)

Assay by compound,21,22,23,24,25,26,27,28,29,30
MITF TRPM1 HTS,-7,127*,11,-3,78,-2,4,3,nt,-5
dFosB activator,-13,-4,4,-1,-11,-3,-2,-6,7,0
HTR5A ag ctr,7,-2,-2,-5,-2,6,3,2,-3,4
PvdQ inh,4,2,-14,-1,4,-14,-12,-12,-10,-15
SR-BI DiI inh,-13,-7,-31,-19,34,43,-27,nt,-7,-6
CDK5 p35 inh,-1.4,-0.3,0.6,-1.5,1.0,1.0,0.1,1.7,-1.2,0.7
RTF Ca sens act,0,5,3,0,3,2,-2,2,-1,2
Rtt109 HAT inh,20,-4,nt,1,-2,-10,-4,5,-15,-2
SR-BI DiI-HDL act,13,7,31,19,-34,-43,27,nt,7,6
Wnt bcat act,0,nt,3,nt,nt,0,-2,2,nt,-2

[31] COc1ccccc1CNC(=S)Nc1ccc2nc(N3CCN(C)CC3)cc(C)c2c1
[32] O=CNCCCc1nc2ccccc2n1Cc1ccccc1
[33] C=CCNC(=S)N1CCC(C(=O)c2ccc(Cl)cc2)CC1
[34] CCOc1ccc(N(CC(=O)N2CCN(c3ccccc3F)CC2)S(=O)(=O)c2c(C)noc2C)cc1
[35] O=C(CCC1CCCC1)NNC(=O)c1cc2ccccc2cc1O
[36] O=C(CN1CCOCC1)N/N=C/c1cccc2ccccc12
[37] CCOc1cc(C#N)c(NC(=O)c2ccnn2C)cc1OCC
[38] O=C(CSc1nnc(NC(=O)c2cccc(F)c2)s1)NC1CC1
[39] CCOC(=O)C1CCN(Cc2cn(C)nc2-c2ccc(Oc3ccccc3)cc2)CC1
[40] CCOC(=O)C1=c2s/c(=C\c3cccnc3)c(=O)n2C(N)=C(C(=O)OC)C1c1cccnc1 (stereo not drawn)

Assay by compound,31,32,33,34,35,36,37,38,39,40
MITF TRPM1 HTS,-2,7,19,3,-4,nt,-1,12,6,-18
dFosB activator,3,-12,-9,2,2,0,-3,1,-12,-5
HTR5A ag ctr,70*,2,0,6,1,4,-3,8,3,1
PvdQ inh,-19,18,-11,1,-11,-4,-14,6,-10,-7
SR-BI DiI inh,58,-4,10,-259,nt,36,26,nt,-15,0
CDK5 p35 inh,1.6,0.8,0.2,-2.6,-1.6,0.8,3.1,-0.5,-3.2,-1.2
RTF Ca sens act,4,2,-5,4,-6,-7,1,-4,-4,-1
Rtt109 HAT inh,24,14,0,-3,8,-6,-6,-1,4,-13
SR-BI DiI-HDL act,-58,4,-10,?,nt,-36,-26,nt,15,0
Wnt bcat act,-4,nt,-1,0,-2,0,-3,5,-1,nt

[41] CCOC(=O)C1=C2N(C)c3ccccc3N2CCC1=O
[42] COc1ccc(N2C(=O)CCC(C(=O)O)C2c2ccc(OC)c(OC)c2)cc1 (stereo not drawn)
[43] Cc1cc(N2CCN(c3ccccc3Cl)CC2)n2cc(-c3ccccc3)nc2n1
[44] CC(NC(=O)Cn1cnc2c1c(=O)n(C)c(=O)n2C)c1ccccc1 (stereo not drawn)
[45] Cc1ccc(C(=O)CNc2cccc(Cl)c2)cc1
[46] COc1ccc(C(c2nnnn2Cc2cccs2)N2CCN(c3ccccc3)CC2)cc1OC (stereo not drawn)
[47] CC(=O)NC(Cc1c[nH]c2ccccc12)C(=O)OCC(=O)N1CCCCCC1 (stereo not drawn)
[48] CCC(C(=O)NC1CCCCCC1)c1ccccc1 (stereo not drawn)
[49] CC(OC(=O)C1CC(=O)N(Cc2ccccc2)C1)C(=O)Nc1ccc(F)cc1Cl (stereo not drawn)
[50] Nc1nonc1C(=O)OCC(=O)N1CCCCC1

Assay by compound,41,42,43,44,45,46,47,48,49,50
MITF TRPM1 HTS,-4,nt,-6,-9,68,6,10,3,3,-1
dFosB activator,-6,3,-12,-2,-8,-5,-1,5,-10,3
HTR5A ag ctr,4,-1,7,nt,-4,0,2,4,4,2
PvdQ inh,-8,-9,-9,4,0,-12,-10,4,-15,21
SR-BI DiI inh,-40,-37,49,-36,6,-2,-3,0,27,1
CDK5 p35 inh,0.9,-0.4,1.6,-1.2,-1.7,-1.3,-0.1,0.6,0.1,-0.4
RTF Ca sens act,-3,2,-1,-1,2,7,1,-9,-5,2
Rtt109 HAT inh,2,-15,-3,8,-10,4,0,9,-2,2
SR-BI DiI-HDL act,40,37,-49,36,-6,2,3,0,-27,-1
Wnt bcat act,-1,-1,-10,nt,nt,nt,-1,3,1,-6

Gathered by group: the entries above with a thiophene ring, fused or not
[10] O=C(Nc1nc2ccc(Cl)cc2s1)[C@@H]1CCCN1C(=O)c1cccs1
[17] CC(C)Cn1c(SCc2nnc(-c3cccs3)o2)nc(O)cc1=O
[46] COc1ccc(C(c2nnnn2Cc2cccs2)N2CCN(c3ccccc3)CC2)cc1OC (stereo not drawn)

Assay by compound,10,17,46
MITF TRPM1 HTS,24,nt,6
dFosB activator,-6,-14,-5
HTR5A ag ctr,5,5,0
PvdQ inh,-7,-12,-12
SR-BI DiI inh,16,9,-2
CDK5 p35 inh,-2.5,-1.3,-1.3
RTF Ca sens act,0,4,7
Rtt109 HAT inh,17,15,4
SR-BI DiI-HDL act,-16,-9,2
Wnt bcat act,12,-12,nt

(cont.)
[51] COC(=O)CC(NC(=O)c1cccs1)c1ccc(OC)c(OC)c1 (stereo not drawn)
[52] O=C(COC(=O)c1ccc(F)cc1)NCC1COc2ccccc2O1 (stereo not drawn)
[53] COc1cccc(CNC(=O)CNC(=S)N(Cc2ccccc2)Cc2ccccc2F)c1
[54] O=C(CN1CCOCC1)N/N=C/c1c(O)ccc2ccccc12
[55] COc1cc(/C=N/NC(=O)c2ccncc2)ccc1OC(=O)c1ccc([N+](=O)[O-])cc1
[56] CN(C(=O)c1ccccc1)c1ccccc1C(=O)NCCc1ccccc1
[57] COc1ccc(CNCCS(=O)(=O)NC2CCCCC2)cc1

Assay by compound,51,52,53,54,55,56,57
MITF TRPM1 HTS,4,13,1,nt,2,-15,4
dFosB activator,0,0,-5,-4,-6,2,2
HTR5A ag ctr,8,2,2,-3,-1,3,-1
PvdQ inh,-26,-6,-5,14,5,-2,0
SR-BI DiI inh,-7,-18,9,25,24,-41,-18
CDK5 p35 inh,-2.8,-7.4,-0.5,1.8,2.1,0.5,1.6
RTF Ca sens act,6,2,-2,0,-8,-4,-3
Rtt109 HAT inh,0,8,1,-4,-4,-7,-4
SR-BI DiI-HDL act,7,18,-9,-25,-24,nt,18
Wnt bcat act,0,-4,-2,-2,-1,1,1
